Apaf1 inhib: inhibitors of human Apaf-1 apoptosome, primary screen, biochemical, DEVD-Rh110 fluorescence, uHTS. Apoptotic protease-activating factor 1 (Homo sapiens), O14727. inhibition, % at 20 µM. 330,000 compounds, 0.71% hits. reconstituted apoptosome caspase-3 activity; active means inhibition of at least 40% at 20 µM;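 further: plate controls were DMSO wells for no effect and DEVD-CHO caspase inhibitor wells for full effect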
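Material: reconstituted apoptosome with Apaf-1, cytochrome c, caspase-9, procaspase-3, dATP. Technique: Rh110 fluorescence intensity. Buffer or medium: pH 7.5 Hepes buffer with CHAPS, BSA, DTT. Times: 30 min plus 50 min, RT.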
NLRP3 yeast inh: NALP3 inflammasome inhibitors in reconstituted yeast, primary screen, luminescence, uHTS; Yeast reconstituted NLRP3/ASC/caspase-1, beta-gal luminescence, 24 h; inhibition, % at 10 µM; 330,000 compounds, 0.39% hits;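 active means inhibition of 50% or more; inactive means inhibition below 50%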;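 further: plate controls were induced DMSO wells for no effect and uninduced yeast grown without galactose for full effect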
HKDC1 inhibitor: HKDC1 hexokinase inhibitors, primary screen, biochemical, fluorescence, uHTS; inhibition, % at 20 µM; 340,000 compounds, 0.16% hits; recombinant HKDC1, G6PDH/diaphorase resazurin coupled fluorescence;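 active means inhibition above about 35% when tested at 20 µM, limit read from the data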;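 further: plate controls were DMSO wells with enzyme for no effect and DMSO wells lacking enzyme for full effect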
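test system = in-house recombinant HK5 (HKDC1) enzyme | amount = HKDC1 at 5 µg/mL | control set = DMSO-enzyme wells negative, buffer-substituted wells positive | compound = one dose of 20 µM, 1% DMSO | schedule = reaction time 90 min, room temperature, protected from light | technique = resorufin fluorescence at 613 nm | reagent = glucose with 1 mM ATP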
SENP6 block: SENP6 protease inhibitors, primary screen, biochemical, luminescence, uHTS; Recombinant SENP6 catalytic domain, aminoluciferin luminescence; inhibition, % at 10 µM; 330,000 compounds, 1.8% hits;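 active means inhibition above about 50% at the single tested dose, limit read from the data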;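 further: plate controls were DMSO wells with enzyme for no effect and DMSO wells lacking enzyme for full effect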
PfGluPho inh: PfG6PD enzyme inhibitors, primary screen, biochemical, fluorescence intensity, uHTS | glucose-6-phosphate dehydrogenase-6-phosphogluconolactonase (Plasmodium falciparum 3D7) | PfGluPho enzyme, NADPH resazurin-diaphorase fluorescence | inhibition, % at 20 µM | 350,000 compounds, 0.78% hits;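 active means inhibition reaching at least a set limit at 20 µM in the primary screen, cut at about 59% in these data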;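 further: 0% = DMSO wells with substrate and 100% = DMSO wells lacking glucose-6-phosphate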
SENP7 block: SENP7 protease inhibitors, primary screen, biochemical, luminescence, uHTS. AID 434973, 2010. Sentrin-specific protease 7 (Homo sapiens), Q9BQF6. 330,000 compounds, 1.5% hits. recombinant SENP7, Z-RLRGG-aminoluciferin luminescence, 40 min. inhibition, % at 5 µM;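 active means inhibition above about 50% at the single test dose, limit read from the data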;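 further: plate controls were DMSO with enzyme for no effect and no enzyme buffer wells for full effect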
Target sequence (Q9BQF6 706-1050 limits assumed): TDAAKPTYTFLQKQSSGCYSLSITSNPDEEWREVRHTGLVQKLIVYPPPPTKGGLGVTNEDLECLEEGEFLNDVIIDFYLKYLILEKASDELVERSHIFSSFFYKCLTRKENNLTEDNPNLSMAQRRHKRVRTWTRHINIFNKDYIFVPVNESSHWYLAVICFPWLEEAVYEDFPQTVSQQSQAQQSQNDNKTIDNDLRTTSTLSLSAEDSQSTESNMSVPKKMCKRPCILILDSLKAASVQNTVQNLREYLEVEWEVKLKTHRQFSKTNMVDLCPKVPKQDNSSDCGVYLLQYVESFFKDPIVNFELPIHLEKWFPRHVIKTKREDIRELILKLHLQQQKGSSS
SENP1 FRET inh: human SENP1 catalytic domain inhibitors, primary screen, biochemical, FRET, uHTS; inhibition, % at 10 µM; recombinant SENP1 catalytic domain, CyPet-SUMO1-YPet FRET cleavage; 360,000 compounds, 0.21% hits; Sentrin-specific protease 1 (Homo sapiens), Q9P0U3;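 active means inhibition at least 30% at 10 µM, raw YFP signal under a set limit, fluorescence ratio 0.5 to 1.5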;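 further: 0% = enzyme with DMSO and 100% = no enzyme wells; some results filed as inactive read as strong as hits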
Target sequence (Q9P0U3 419-644 limits assumed): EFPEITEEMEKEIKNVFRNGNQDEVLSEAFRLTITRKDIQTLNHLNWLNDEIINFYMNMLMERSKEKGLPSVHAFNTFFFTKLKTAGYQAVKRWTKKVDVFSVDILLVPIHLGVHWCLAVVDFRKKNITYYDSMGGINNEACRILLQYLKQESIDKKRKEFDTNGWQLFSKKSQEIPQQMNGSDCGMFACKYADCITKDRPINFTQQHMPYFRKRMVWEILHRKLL
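System: Recombinant human SENP1 catalytic domain, His6-tagged | Incubation: Enzyme reaction for 50 min at room temperature, dark | Medium: Tris pH 8 with BME, BSA, NP40 and catalase | Also added: 25 nM SUMO1 FRET substrate | Compound: 10 µM single point, 0.5% DMSO | Measured by: FRET fluorescence in CFP and YFP emission channels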
SENP8 block-1: human SENP8 protease inhibitors, primary screen, biochemical, fluorescence, Nedd8 protein substrate, uHTS; Sentrin-specific protease 8 (Homo sapiens), Q96LD8; recombinant SENP8; inhibition, % at 20 µM; 360,000 compounds, 0.64% hits; AID 602440, 2012; in the data active means inhibition mostly above about 40%, no sharp cut-off; inactive means mostly below about 27%
Target sequence (Q96LD8 whole entry, looked up): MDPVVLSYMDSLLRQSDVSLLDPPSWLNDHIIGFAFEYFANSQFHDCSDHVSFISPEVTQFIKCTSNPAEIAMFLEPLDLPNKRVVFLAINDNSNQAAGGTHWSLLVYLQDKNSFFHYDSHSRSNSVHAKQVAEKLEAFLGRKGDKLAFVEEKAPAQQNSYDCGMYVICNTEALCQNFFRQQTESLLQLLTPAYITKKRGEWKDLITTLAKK
SENP8 block-2: SENP8 protease inhibitors, primary screen, biochemical, luminescence. purified SENP8, Z-RLRGG-aminoluciferin cleavage. inhibition, % at 10 µM. 330,000 compounds, 1.2% hits. AID 2540, 2010; in the data active means inhibition above about 50%
* marks the source's active call; other numbers are inactive results; x = no result given.

mol	Apaf1 inhib	NLRP3 yeast inh	HKDC1 inhibitor	SENP6 block	PfGluPho inh	SENP7 block	SENP1 FRET inh	SENP8 block-1	SENP8 block-2
COCCN(C(=S)Nc1cccc(C)c1)C(C)c1cccnc1 (stereo not given)	-22.6	2.7	2.4	-11.3	-16.6	1.5	0.5	11.2	1.1
CN(C)c1nc(NCc2ccccc2)nc(N/N=C/c2ccc3c(c2)OCO3)n1	29.2	38.8	-6.3	-4.0	15.8	5.6	-0.2	-3.1	-2.5
O=C(COC(=O)COc1ccc(Cl)cc1Br)NC1CCCCCC1	20.3	15.4	3.8	-14.0	-8.4	-5.6	6.6	12.4	-10.7
CCN(C(=O)COc1ccc(F)cc1Br)c1c(N)n(Cc2ccccc2)c(=O)[nH]c1=O	-6.2	8.6	1.8	-5.4	7.9	-3.7	2.0	-6.1	2.9
N#Cc1c(NC(=O)CCC(=O)O)sc2c1CCCC2	-12.4	-5.0	-1.1	-35.4	0.4	-4.3	-7.0	23.6	-1.8
O=C(O)c1ccc(N2C(=O)CC(N3CCN(c4ccc(Cl)cc4)CC3)C2=O)cc1 (stereo not given)	-1.5	13.5	-8.2	-11.4	-1.0	-2.3	1.1	5.4	-5.7
O=C(COC(=O)c1ccccn1)Nc1ccc2c(c1)OCO2	-0.8	1.0	-6.9	-16.6	-0.1	-8.4	-1.3	1.7	-9.8
CC(=O)Nc1cccc(N)c1	-6.6	11.6	-1.8	2.0	19.9	3.8	-1.5	-3.6	10.0
O=C(NCc1cccnc1)C1CC(c2ccccc2O)=NO1 (stereo not given)	1.4	15.4	-7.3	-24.6	-17.0	-2.0	0.6	8.5	8.2
CCCC(=O)NC(c1ccccc1Cl)c1ccc2cccnc2c1O (stereo not given)	-4.3	13.2	-18.8	1.0	-20.9	-4.6	-1.3	0.1	-6.2
NC1=NN(c2c(Cl)cc(Cl)cc2Cl)C(=O)C1	x	x	1.7	x	7.3	x	1.7	10.5	x
Cc1cc(=O)n2c(-c3ccc(Cl)cc3)csc2n1	-17.3	7.1	0.6	-16.6	2.2	-1.2	1.7	11.5	1.4
O=S(=O)(c1ccccc1)c1nc(-c2ccccc2)oc1NCc1cccnc1	6.3	-4.5	0.6	-16.4	3.4	-1.8	-0.2	-20.6	-5.9
CCc1c(C)nc2ncnn2c1N1CCCC(C(=O)NCCc2ccccc2)C1 (stereo not given)	-13.4	-1.7	12.3	-7.1	3.9	3.6	0.1	10.1	9.1
CCCc1[nH][nH]c(=O)c1C(c1ccc(Br)cc1)C(C#N)C#N (stereo not given)	4.5	22.3	16.9	-40.7	-7.0	-2.9	-0.5	13.5	-7.6
O=C(Nc1ccc(S(=O)(=O)Nc2nccs2)cc1)c1ccc(=O)[nH]c1	-3.3	-4.7	-0.5	9.3	-6.7	5.1	-30.4	-4.4	4.7
Oc1ccc(N=Nc2ccc3c(c2)OCCO3)c(O)c1	6.8	50.1*	-0.4	94.6*	-13.5	91.2*	17.0	44.7*	95.4*
CCN(CC)c1ccc(/C=c2\sc3nnc(-c4ccccc4Cl)n3c2=O)cc1	-5.3	5.3	-0.4	2.0	0.2	3.5	-18.4	61.3*	6.7
CCC(=O)c1ccc(OCC(=O)Nc2ccc3nc(C)sc3c2)cc1	-16.3	-3.0	0.6	-14.8	-3.3	-1.4	-1.0	4.3	-5.5
CCN(CC(=O)Nc1ccccc1C(F)(F)F)C(=O)c1ccc2[nH]c3c(c2c1)CC(C)CC3 (stereo not given)	18.9	-8.6	0.5	-13.0	89.8*	-10.4	-9.6	-5.2	-13.4
Fc1cccc(Nc2nc3ccccc3n3cnnc23)c1	5.4	10.0	0.9	-12.3	0.5	4.7	1.8	-157.1	0.7
COc1ccc(-c2cc(C(F)(F)F)c3c(N)c(C(=O)NCCSC)sc3n2)cc1	6.3	23.6	-2.8	14.0	2.0	1.9	-26.4	-486.6	16.2
Nc1nc(N)c(Cc2ccc(Cl)cc2Cl)c(N)n1	10.1	-3.8	-10.8	-9.3	13.2	-11.6	0.7	20.4	-0.5
CC(C)c1ccc(-c2nnc(SCC(=O)NC3CC3)n2C)cc1	4.1	15.4	-3.2	-8.3	-2.3	0.3	-0.9	-2.0	-3.7
O=C(Nc1ccc2[nH]ncc2c1)c1ccccc1Cl	5.0	0.1	-2.4	10.5	-10.5	-9.8	1.9	9.7	-14.7
O=C1NC(=S)SC1=Cc1ccccc1Br	x	x	11.7	x	-26.4	x	2.5	28.8	x
Cc1cccn2c(=O)nc(SCC(=O)N3CCN(c4ccccc4)CC3)nc12	2.1	1.5	-1.9	-20.4	3.6	11.7	0.7	-1.2	4.1
O=c1c2ccccc2[nH]c(=S)n1CCCn1ccnc1	4.2	4.9	-5.5	-7.0	-3.3	3.6	1.6	14.6	-6.4
C/C(=N\NC(=O)c1cc(-c2ccc(O)cc2)nc2ccccc12)c1cccnc1	7.6	7.6	-3.8	0.0	-8.9	5.3	3.0	-126.4	2.7
CCCn1cc(CN2CCCC(C(=O)c3cccc(OC(C)C)c3)C2)c(C)n1 (stereo not given)	1.6	15.8	-2.4	1.4	4.2	-4.9	2.8	-3.0	5.1
Cc1ccc(C(=O)NC(=S)N2CC(C)OC(C)C2)cc1[N+](=O)[O-] (stereo not given)	-13.4	9.7	-12.9	-10.6	6.0	-0.8	2.6	14.0	-5.2
COC(=O)C1=C(C)N(Cc2ccccc2)C(=NCc2ccco2)N[C@H]1c1cccc(F)c1	37.6	8.9	1.5	-0.4	16.5	-1.3	-56.9	-34.2	-2.5
CC1Sc2ccc(S(=O)(=O)N3CCC(C(N)=O)CC3)cc2NC1=O (stereo not given)	14.7	2.7	-1.8	6.8	-5.2	3.5	3.4	13.2	-6.2
Cc1cc(C)nc(Nc2ncc(O)n2-c2ccc(C)c(C)c2)n1	4.1	-9.5	9.9	-5.8	-11.2	-9.2	1.0	19.5	-9.4
COc1ccc(OC)c(C(=O)CSc2nc3c(c(=O)n(C)c(=O)n3C)n2C(C)C)c1	x	x	-6.9	x	9.1	x	0.9	6.1	x
CCN1CCc2c(sc(N)c2C(N)=O)C1	6.8	-0.2	-2.1	-7.2	15.7	-0.5	-25.3	-439.6	-0.8
CCCN(CC(=O)Nc1ccccc1C)C(=O)C1CCN(C(=O)Nc2ccccc2)CC1	-0.9	-2.9	0.3	1.6	-0.8	0.8	-1.1	15.3	-0.5
CC(OC(=O)CCN=C1NS(=O)(=O)c2ccccc21)C(=O)NC1CCCCC1C (stereo not given)	0.7	5.3	-5.4	5.9	-11.0	5.5	2.4	16.3	3.1
N#Cc1c(SCC(=O)Nc2cccc(F)c2)sc2c(O)cc(=O)[nH]c12	3.3	18.4	-1.4	10.4	-6.7	3.5	-4.8	-22.6	5.0
COc1ccc(-c2c(C(F)(F)F)nn(C)c2NC(=O)c2cccnc2)cc1	-10.1	15.8	-0.5	4.1	-6.5	8.3	2.1	19.5	4.3

An excerpt from above in order of count of non-hydrogen atoms, ascending.
mol	Apaf1 inhib	NLRP3 yeast inh	HKDC1 inhibitor	SENP6 block	PfGluPho inh	SENP7 block	SENP1 FRET inh	SENP8 block-1	SENP8 block-2
COc1ccc(-c2c(C(F)(F)F)nn(C)c2NC(=O)c2cccnc2)cc1	-10.1	15.8	-0.5	4.1	-6.5	8.3	2.1	19.5	4.3
CC(OC(=O)CCN=C1NS(=O)(=O)c2ccccc21)C(=O)NC1CCCCC1C (stereo not given)	0.7	5.3	-5.4	5.9	-11.0	5.5	2.4	16.3	3.1
COc1ccc(OC)c(C(=O)CSc2nc3c(c(=O)n(C)c(=O)n3C)n2C(C)C)c1	x	x	-6.9	x	9.1	x	0.9	6.1	x

Next entries
mol	Apaf1 inhib	NLRP3 yeast inh	HKDC1 inhibitor	SENP6 block	PfGluPho inh	SENP7 block	SENP1 FRET inh	SENP8 block-1	SENP8 block-2
COc1cc2c(cc1OC)C1C(C(=O)Nc3ccccc3N3CCN(C)CC3)c3ccccc3C(=O)N1CC2 (stereo not given)	-15.6	1.0	-6.8	-8.0	0.4	11.8	-2.4	6.6	-0.6
COc1cc2cc(C(=O)N3CCN(Cc4ccc5c(c4)OCO5)CC3)c(=O)oc2cc1OC	-17.1	13.8	-3.3	-12.8	-4.0	12.3	-84.1	-413.3	-14.6
COc1ccc(C)cc1NC(=O)CCNC(=O)c1ccco1	5.7	-6.6	-4.9	-11.6	-12.4	3.3	1.4	8.3	5.6
O=C(CCC(=O)c1ccc(Br)cc1)Nc1ccc(F)cc1	4.7	30.4	0.9	-6.5	8.5	-10.3	2.1	15.7	-1.8
COC(=O)c1[nH]c2cccc(OC)c2c1NC(=O)CN(C)CC1OCCO1	0.6	-18.7	-4.2	-13.0	-5.8	-8.3	0.5	-219.2	-8.7
Cc1ccc(S(=O)(=O)N2CCC(=O)N(CCOC(=O)Nc3cccc(Cl)c3)CC2)cc1	15.8	7.5	2.7	-25.1	-6.1	-6.3	0.6	2.6	-14.0
O=C(c1ccc(-c2ccccc2)cc1)N1CCN(c2ccccc2F)CC1	6.5	25.4	-5.6	-13.0	0.1	-12.0	-15.4	11.5	-4.8
Cc1cccc(/C=C/c2onc(C)c2S(=O)(=O)N2CCC(C(=O)NC(C)(C)C)CC2)c1	-3.3	18.1	-5.8	5.7	1.6	-6.6	0.3	-16.9	4.9
O=C(O)c1ccccc1/C=N/n1c(C2CCCCC2)n[nH]c1=S	3.3	9.6	-0.9	-4.2	17.1	2.1	3.9	10.3	-1.9

Source: PubChem (Sanford-Burnham Center for Chemical Genomics)

The order is random; about 4.1% have a hit in one of these screens.
